Screening results as filed in PubChem BioAssay.
uPA surface inh = cell surface uPA generation inhibition; cell surface uPA generation assay, qHTS; Potency, µM (top dose mostly 38.3 µM), inactives show top-dose activity change, negative = inhibition, actives largely listed as inhibitors; hit rate 0.31% among 330,000; active means well fitted inhibition curve with a large enough effect; inconclusive means small, poorly fitted or top-dose-only effect; inactive means no such curve, though single readings can be large or run the other way; tested in mouse RAW 264.7 cells; further: potency means the concentration at half of the fitted maximal effect; nearly all actives have a fitted effect of over 55% in size
GALK inh = galactokinase (human) inhibition; Purified GALK, Kinase-Glo residual ATP luminescence; Potency, µM (titrated, usually from 57.5 µM), for inactives: at the top dose activity change, negative = inhibition, actives largely listed as inhibitors; hit rate 0.007% among 270,000; AID 1868; further: potency means the concentration at half of the fitted maximal effect
Target sequence (P51570 whole entry, looked up): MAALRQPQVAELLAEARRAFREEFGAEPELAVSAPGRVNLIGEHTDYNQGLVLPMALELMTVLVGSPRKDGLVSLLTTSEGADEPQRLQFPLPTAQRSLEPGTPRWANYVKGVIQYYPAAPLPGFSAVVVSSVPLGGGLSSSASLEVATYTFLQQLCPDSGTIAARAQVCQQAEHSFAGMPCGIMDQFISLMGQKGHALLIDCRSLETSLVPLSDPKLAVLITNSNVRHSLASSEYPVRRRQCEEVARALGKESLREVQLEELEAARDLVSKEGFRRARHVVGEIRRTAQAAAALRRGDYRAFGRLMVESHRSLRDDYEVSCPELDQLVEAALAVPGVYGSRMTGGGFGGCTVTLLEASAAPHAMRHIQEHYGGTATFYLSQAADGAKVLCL
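GALK at 5 nM final was combined with compound, 35 uM ATP and 100 uM galactose in HEPES pH8.0 with MgCl2 and DTT. The reaction ran one hour at room temperature before luminescent ATP detection.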
KCNH2 3.1 inh = KCNH2 3.1 (human) potassium channel inhibition; U2OS KCNH2 3.1, thallium flux FluxOr; active compounds read low; activity change, % (tested at about 1.8 µM); hit rate 0.95% among 340,000;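 active means maximum activity change below -70%; inconclusive means maximum activity change from -70% to -50%; inactive means maximum activity change above -50%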;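 further: thallium influx rate constant from kinetic fluorescence after stimulation buffer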
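FluxOr-based Tl+ influx in U2OS cells transduced with KCNH2 3.1 virus; rate constants normalized to DMSO controls.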
BCR signal inh = blocks chronic active B-cell receptor signaling. ABC-DLBCL IkBa-CBG/CBR reporter, luminescence ratio, 4 h. Potency, µM (doses to about 46.1 µM), for inactives: top-dose ratio change, negative = lower green/red ratio, most hits filed as inhibitors. hit rate 0.05% among 340,000. AID 493014; active means well fitted inhibition curve with a large enough effect in the signal ratio, with a control signal flat, not every such curve was filed as active; inconclusive means small, poorly fitted or top-dose-only effect, or effect the other way, or a change in a side signal; the % refers to the signal ratio;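 further: potency means the concentration at half of the fitted maximal effect; plate controls were basal doxycycline-induced cells for no effect and cells given 10 µM MG132 for full effect; MG132 reads +100%, hits lower the ratio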
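TMD8 human ABC-DLBCL cells with doxycycline-inducible IκBα–green luciferase fusion and unfused red luciferase, in 0.5% FBS medium; compounds up to 46 uM, 4 h at 37C. Green/red luminescence ratio, filter-overlap corrected, fitted to concentration-response curves.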
Giardia kill = Giardia lamblia killing | activity change, % at 7.66 µM, hits read low | Giardia lamblia trophozoite viability | AID 540267 | hit rate 0.15% among 340,000; in the data active means activity change below about -80%; inconclusive means between about -30% and that limit;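 further: parasites exposed to compound for two days anaerobically before the ATP read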
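Killing of trophozoites was scored by loss of ATP luminescence after a 48 hrs anaerobic exposure to compounds at 37 deg C, using 100 cells per well.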
USP2a block = inhibitors of human ubiquitin-specific protease USP2a. USP2 core, Ub-CHOP2 coupled fluorogenic reporter, 485/531. Potency, µM (highest dose often 38.3 µM), inactives show at the highest dose activity change, negative = inhibition, usual class: inhibitors. hit rate 0.01% among 330,000;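 further: potency means the concentration at half of the fitted maximal effect; plate controls were DMSO wells for no effect and full inhibition by NEM control for full effect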
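Cell-free coupled assay: 10nM USP2 core preincubated 30min RT with compound in Tris-HCl pH 8.0/CaCl2/CHAPS buffer, then 25nM Ub-CHOP2 and 25nM reporter substrate; fluorescence (Ex 485/Em 531) read after 60min RT, normalized to NEM inhibition, concentration-response curves fitted.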
B2AR arrestin = recruits beta-arrestin to the human beta2-adrenergic receptor; P07550; beta-arrestin recruitment to beta2AR, cell-based reporter; Potency, µM (highest dose often 46.1 µM), for inactives: at the top dose activation, hits mostly activators; hit rate 0.02% among 330,000; AID 492947;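 further: potency means the concentration at half of the fitted maximal effect; 0% = DMSO controls and full agonism = EC100 isoproterenol or metaproterenol; nearly all actives have a fitted effect of over 65% in size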
PKM2 act = activators of human pyruvate kinase M2 | P14618 | purified PKM2, Kinase-Glo ATP luminescence, activation; response scale: 0% is enzyme alone, no compound | Potency, µM (titrated, usually from 57.5 µM), without a hit: top-dose activation, most hits filed as activators | hit rate 0.34% among 260,000 | AID 1631; further: potency means the concentration at half of the fitted maximal effect; nearly all actives have a fitted effect of over 55% in size
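Purified hPK-M2 (>95% pure) converted ADP (0.1 mM final) to ATP with 0.5 mM PEP in 50 mM imidazole pH7.2, KCl, MgCl2, Tween 20, BSA; 1 h at room temperature. ATP detected by Kinase-Glo luminescence.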
Coupling enz = inhibits coupling enzyme system, counter-screen for aldolase hits | activity change, negative = inhibition, % at 58.2 µM, hits read low | hit rate 0.67% among 290,000 | AID 2472 | coupling enzyme system counterscreen, AmpLite Red fluorescence; in the data active means activity change below about -30%
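Compounds tested against the coupling enzymes alone at 57.5 uM final; readout was AmpLite Red fluorescence (525/598 nm) after 20 min at RT.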
KCNH2 WT inh = KCNH2 (human, wildtype) channel inhibition | Q12809 | AID 720551 | activity change, % at 1.84 µM | U2OS, BacMam KCNH2, thallium flux FluxOr; active compounds read low | hit rate 0.37% among 340,000;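 active means maximum activity change below -70%; inconclusive means maximum activity change between -70% and -50%; inactive means maximum activity change above -50%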
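U2OS cells were transduced with wild-type KCNH2 virus (2.03 x 10^8 / mL) for 4 h at room temperature, then cultured overnight at 37 C. Thallium flux was read with FluxOr dye. Rate constants were normalized to DMSO controls.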
Eya2 inh = inhibitors of human Eya2 phosphatase activity; O00167; recombinant Eya2, OMFP fluorescence dephosphorylation (OMFP is methylfluorescein phosphate); Potency, µM (titrated, usually from 76.9 µM), inactives show at the top dose activity, negative = inhibition, usual class: inhibitors; hit rate 0.006% among 330,000; further: potency means the concentration at half of the fitted maximal effect
Target sequence (O00167 whole entry, looked up): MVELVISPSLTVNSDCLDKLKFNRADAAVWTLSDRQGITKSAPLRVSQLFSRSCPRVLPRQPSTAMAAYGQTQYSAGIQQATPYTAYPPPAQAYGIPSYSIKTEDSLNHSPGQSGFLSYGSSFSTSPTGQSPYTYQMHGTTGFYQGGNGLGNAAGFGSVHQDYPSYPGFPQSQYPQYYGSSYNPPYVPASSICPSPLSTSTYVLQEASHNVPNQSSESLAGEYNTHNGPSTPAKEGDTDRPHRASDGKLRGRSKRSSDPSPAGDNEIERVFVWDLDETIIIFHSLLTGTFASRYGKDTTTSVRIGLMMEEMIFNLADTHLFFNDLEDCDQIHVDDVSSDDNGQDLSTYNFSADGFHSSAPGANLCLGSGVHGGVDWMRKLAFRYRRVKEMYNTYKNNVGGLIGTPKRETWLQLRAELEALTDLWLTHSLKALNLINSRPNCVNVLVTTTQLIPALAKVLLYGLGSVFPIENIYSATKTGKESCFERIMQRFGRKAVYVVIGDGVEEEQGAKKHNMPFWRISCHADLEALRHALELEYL
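Eya2 (0.2 uM) preincubated 10 min at ambient with compound, then OMFP substrate added at 50 uM; 10 min reaction in 50 mM HEPES pH 7.5, 50 mM NaCl, 5 uM MgCl2, 0.05% BSA, 1 mM DTT. Fluorescence read at Ex 485/Em 525 nm.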
The depositor's hits bear a star; ? = inconclusive; / = not tested or not shown; & = joins results of further samples; [ ] = another dose, or the depositor's remark. Unless noted, the call rests on the fitted dose curve; in most records, active means well fitted curve in the direction sought with a large enough effect; inconclusive means small, poorly fitted or top-dose-only effect, or another doubt; inactive means no such curve, though single readings can be large; an effect the other way counts as inactive or inconclusive. Unless noted, on the % scale 0 is the no-effect control and ±100 the full control effect.

SMILES	uPA surface inh	GALK inh	KCNH2 3.1 inh	BCR signal inh	Giardia kill	USP2a block	B2AR arrestin	PKM2 act	Coupling enz	KCNH2 WT inh	Eya2 inh
Cc1cc(C(=O)COC(=O)CNC(=O)c2ccc(Cl)c(Cl)c2)c(C)n1Cc1ccco1	8%	-3%	-10	2%	1	5%	-0.6%	-2%	3	4	-15%
N#CCSc1nnc(Cc2cccs2)n1C1CCCCC1	3%	-2%	6	2%	-6	3%	-3.4%	-3%	4	6	0%
C(=N\Nc1nc2ccccc2s1)/c1cccs1	-8%	-4%	2	?	0	1%	-0.5%	-2%	-1	-6	4%
COc1cc(S(=O)(=O)Nc2cc(C)cc(C)c2)ccc1F	-9%	2%	-5	?	-20	-1%	0.8%	22%	-2	2	0%
CC(CCc1ccccc1)NC(=O)CNC(=O)COc1ccccc1 (stereo not given)	8%	0%	-2	0%	-2	3%	-0.1%	-2%	-1	0	-6%
NS(=O)(=O)c1ccc(CNC(=S)Nc2ccc(F)c(Cl)c2)cc1	4%	-1%	-7	-21%	-10	3%	-0.2%	5%	-2	-6	4%
O=c1c(Cc2ccc(F)cc2)c(O)ccn1CC1CCCO1 (stereo not given)	17%	1%	25	-2%	0	0%	0.1%	-5%	0	/	3%
COc1cccc(/C=C/C(=O)OCC(=O)NCCC2=CCCCC2)c1	-1%	-2%	12	-2%	-13	1%	0.2%	-2%	0	-2	-5%
O=C(COC(=O)CN1C(=O)C2CCCCC2C1=O)NNC(=O)c1ccc(Cl)cc1 (stereo not given)	2%	/	2	9%	2	-1%	-0.3%	/	/	-5	21%
O=C(O)CCN1C(=O)C2C3C=CC(C3)C2C1=O (stereo not given)	3%	-2%	10	17%	8	3%	0.0%	0%	4	12	1%
Cc1ccccc1/C=C\c1nc2ccccc2c(=O)n1Cc1ccccc1	1%	2%	-20	?	-4	-4%	-0.4%	-23%	4	5	2%
C#CCOCCOCCOCCNc1nc(N2CCN(C(=O)C([C@@H](C)CC)n3cc(C(N)CO)nn3)CC2)nc(N2CCN(C(=O)[C@H](CCC(=O)O)n3cc(C(N)[C@H](C)CC)nn3)CC2)n1 (stereo not given in full)	/	5%	/	?	/	11%	-0.3%	-11%	6	/	3%
CCOc1ccccc1N(CC(=O)NC1CCCCC1)S(=O)(=O)c1ccc(C)cc1	8%	-2%	-3	?	-26	-2%	0.2%	1%	1	-4	-11%
O=C(Nc1cccc(F)c1)C1CCCN(S(=O)(=O)c2cnc[nH]2)C1 (stereo not given)	4%	5%	4	-6%	-23	1%	-0.3%	/	/	-9	-5%
CC(C)Cn1c2c(c(O)c(C(=O)Nc3nccs3)c1=O)CCCC2	10%	1%	1	4%	-5	3%	-0.2%	2%	2	-10	-8%
O=C(Cc1ccccc1)Nc1c(C(=O)N2CCCCCC2)cnn1-c1ccccc1	1%	3%	2	-5%	7	-1%	-0.5%	0%	1	-8	-5%
C/C(CCN1CCCCc2nc(C)c(C)cc21)=N\O[C@@H](C)c1cn([C@H](CO)Cc2ccccc2)nn1	/	/	/	1%	/	3%	-1.6%	0%	2&2&4	/	6%
CCCNC(=O)c1nn2cc(Br)cnc2c1Br	2%	2%	11	?	18	0%	0.2%	12%	3	10	3%
Cc1cccc(NC(=O)c2cc(-c3cc(C)cc(C)c3O)n[nH]2)c1	?	2%	-32	?	-11	4%	-0.1%	/	-4	10	-13%
COCCN(C(=O)COC(=O)c1oc2ccc(OC)cc2c1C)c1c(N)n(Cc2ccccc2)c(=O)[nH]c1=O	-3%	0%	/	1%	-2	3%	0.2%	/	/	0	-19%
CC1(C)Cc2ccccc2-c2nnc(SCC(=O)N3CCc4ccccc43)n21	6%	3%	-7	3%	2	-14%	-0.1%	-6%	1	-1	16%
COc1c(C)cc(Br)cc1C(=O)Nc1ccc(Cc2ccncc2)cc1	0%	4%	-8	?	5	1%	0.3%	-16%	-3	-13	12%
CCOC(=O)N1CCC(NC(=O)Cn2cccc2C(=O)c2ccccc2)CC1	-1%	0%	4	3%	22	0%	-0.4%	-6%	-3	0	6%
CCCC(=O)NC(=S)Nc1ccc(NC(=O)C(C)C)c(OC)c1	23%	2%	-2	-6%	24	1%	-0.2%	5%	0	/	-7%
c1ccc(CCCCNCC2COc3ccccc3O2)cc1 (stereo not given)	5%	5%	4	1%	-8	-1%	0.0%	-1%	2	13	-1%
Cc1cc2nc(C3CCN(C(=S)NCC(C)C)CC3)[nH]c2cc1C	-14%	2%	30	2%	20	4%	0.2%	-3%	2	0	0%
COc1ccc(Nc2ccnc(Nc3ccc(OC)cc3)n2)cc1	-2%	-2%	6	?	-4	1%	-0.4%	4%	-1	1	-8%
O=C(O)CC(C(=O)NC1CCCCC1)C1CCCO1 (stereo not given)	10%	9%	9	-1%	-18	0%	-0.1%	-4%	2	-2	30%
COCCSc1ccccc1C(=O)Nc1cc(C)ccn1	-1%	-2%	-4	?	14	1%	2.0%	10%	-1	-6	-17%
O=S(=O)(NC1CC1)c1ccc(S(=O)(=O)N2CCN3CCCC3C2)cc1 (stereo not given)	6%	2%	4	0%	1	0%	2.3%	0%	5	11	1%[15.4 µM]
CCOC(=O)c1c(C)n(C)c2cc(Br)c(C)cc12	-2%	-1%	1	7%	7	5%	0.0%	-3%	2	-3	-16%
Cc1ccc(NC(=O)CSc2nccn2C)cc1F	-6%	6%	14	0%	0	3%	0.1%	5%	/	-9	-5%
Cc1cc(S(=O)(=O)N2CCOCC2)ccc1OCC(=O)NCc1ccco1	4%	-1%	16	-1%	-3	0%	0.5%	/	1	0	1%
CCOC(=O)n1c(=O)n(Cc2c(Cl)cccc2Cl)c2ccccc21	-6%	3%	-13	-2%	6	2%	-0.7%	2%	0	-12	-5%
CCCc1cc(=O)n2[nH]c(-c3cc(OC)c(OC)c(OC)c3)nc2n1	6%	0%	5	?	14	1%	-0.5%	-5%	11	2	7%
COc1cccc(-c2cc(C(=O)N3CCN(c4ccccc4OC)CC3)no2)c1	/	-1%	-8	-20%	18	-1%	0.0%	5%	0	10	0%
COc1ccc(-c2nnc(SCC(=O)NC(=O)Cc3ccccc3)n2C)cc1	-2%	/	6	0%	9	4%	-0.2%	/	/	-1	6%
COC(=O)c1c(NC(=O)COC(=O)Cn2cnc3ccccc32)sc(C)c1C	2%	0%	-10	-7%	8	1%	0.3%	2%	2	-5	-5%
O=C(N/N=C/C=C/c1cccc([N+](=O)[O-])c1)C(O)c1ccccc1 (stereo not given)	1%	3%	-3	0%	26	4%	0.4%	-7%	2	-2	4%
CCn1cc(C(=O)OCC(=O)Nc2c(C)cccc2C)c(=O)c2ccc(C)nc21	1%	14%	6	1%	11	2%	0.4%	-2%	2	5	-5%
Cc1ccc(S(=O)(=O)N2CCCC(C(=O)NCC3CCCO3)C2)cc1 (stereo not given)	-1%	-1%	-5	9%	-4	0%	0.4%	/	1	-2	15%
CCCCn1c(C(C)NC(=O)COC)nc2ccccc21 (stereo not given)	1%	-1%	-1	12%	9	1%	4.1%	5%	4	1	1%
COc1ccc(C(=O)Nc2cc3c(cc2OC)CCCC3)cc1Br	-3%	2%	-33	?	7	-1%	-0.2%	-2%	1	-12	5%
CN1C(=O)C(O)(CC(=O)c2cccnc2)c2ccccc21 (stereo not given)	-8%	-2%	2	-11%	-16	3%	-0.7%	4%	-1	13	-2%
COc1cc2[nH]c(=O)n(CCCC(=O)NCCc3ccccc3)c(=O)c2cc1OC	1%	3%	3	-4%	3	4%	0.1%	-6%	7	6	0%
CC(=O)Nc1ccc(S(=O)(=O)NNC(=O)c2ccc([N+](=O)[O-])cc2)cc1	-9%	0%	-1	-1%	26	1%	0.2%	1%	0	4	4%
CCOc1cc(CNc2ccccc2)cc(Br)c1OCC(=O)NC(C)(C)C	?	-3%	-15	25%	20	3%	0.0%	2%	-1	-13	?
CCOC(=O)/C(C(=Nc1ccccc1)Nc1ccccc1)=C(\C)O	8%	2%	13	11%	-13	1%	-0.2%	2%	0	6	-2%
CCc1cccc(C)c1NS(=O)(=O)c1cccs1	2%	0%	1	5%	-23	2%	-0.3%	/	-2	11	-2%
COc1ccc(C(=S)N2CCOCC2)cc1OC(=O)c1cc(OC)c(OC)c(OC)c1	-2%	5%	-79*	-2%	9	-2%	0.0%	/	1	2	-4%
COC(=O)c1c(NC(=O)CC2Nc3ccccc3NC2=O)sc(C)c1C (stereo not given)	1%	-2%	2	?	3	-2%	-0.3%	0%	3	1	?

An unsorted share of the library; any-hit rate near 2.4%.
